VP16 counter – VP16 counterscreen qHTS for inhibitors of ROR gamma transcriptional activity; Drosophila S2 Gal4-VP16 UAS-luciferase, luminescence, 20 h; Potency, µM (top dose mostly 53.6 µM), for inactives: at the top dose activity, negative = inhibition, usual class: inhibitors; hit rate 3.5% among 310,000; AID 2546, 2010;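 further: Gal4-VP16 expression switched on by copper sulfate through the metallothionein promoter; on the % scale 0 is the no-effect control and ±100 the full control effect; nearly all actives have a fitted effect of over 50% in size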
p53 reactivation – qHTS assay for re-activators of p53 using a Luc reporter; H1299 p53-A138V BP100-luciferase reporter, luminescence, 24 h; Potency, µM (doses to about 92.2 µM), inactives show at the top dose activity change, positive = activation, most hits filed as activators; hit rate 0.063% among 320,000; AID 504706, 2011; further: % of control where 0% means no effect; nearly all actives have a fitted effect of over 45% in size
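H1299 (p53-null), stable ts p53-A138V + BP100-Luc; 1000 cells/well, Opti-MEM/10% FBS; cpd 4 pt, 1:5; 24 h, 37 deg C, 5% CO2; detection reagent 10 min RT; luminescence.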
MBNL1-CUG inh – qHTS Assay for Inhibitors of MBNL1-poly(CUG) RNA binding | hit rate 0.036% among 280,000 | Muscleblind-like protein 1 (Homo sapiens), Q9NR56 | TR-FRET MBNL1-His/biotin-(CUG)12 binding, 665/545 ratio | Potency, µM (doses to about 57.5 µM), without a hit: at the highest dose activity change, negative = inhibition, actives largely listed as inhibitors | AID 2675, 2010; active means well fitted inhibition curve with a large enough effect in the signal ratio, with a control signal flat, not every such curve was filed as active; inconclusive means small, poorly fitted or top-dose-only effect, or effect the other way, or a change in a side signal; inactive means no such curve, though single readings can be large or run the other way; the % refers to the signal ratio; further: on the % scale 0 is the no-effect control and ±100 the full control effect
Target sequence (Q9NR56 whole entry, looked up): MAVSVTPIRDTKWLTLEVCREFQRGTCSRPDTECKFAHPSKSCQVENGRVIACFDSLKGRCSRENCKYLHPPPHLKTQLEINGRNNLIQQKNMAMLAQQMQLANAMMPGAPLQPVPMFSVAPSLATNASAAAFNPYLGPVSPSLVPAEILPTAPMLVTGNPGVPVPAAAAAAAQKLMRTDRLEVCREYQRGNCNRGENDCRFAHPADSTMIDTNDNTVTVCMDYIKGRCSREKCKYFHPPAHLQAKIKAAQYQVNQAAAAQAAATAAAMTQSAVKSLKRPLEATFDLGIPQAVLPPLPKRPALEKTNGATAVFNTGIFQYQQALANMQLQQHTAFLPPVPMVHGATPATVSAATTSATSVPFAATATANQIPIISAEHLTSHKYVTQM
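Compound titration spanned 92 nM–58 uM against the MBNL1-His/biotin-(CUG)12 complex. After 60 min at room temperature with 5 nM streptavidin-XL665 and 0.055 ng/ul terbium anti-His, ratiometric 665/545 nm emission (Ex 340 nm) normalized to controls.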
uPA generation – qHTS for Inhibitors of Cell Surface uPA Generation; cell surface uPA generation assay, qHTS; hit rate 0.31% among 330,000; AID 540303, 2011; Potency, µM (series often up to 38.3 µM), for the others: at the highest dose activity change, negative = inhibition, actives largely listed as inhibitors; active means well fitted inhibition curve with a large enough effect; inconclusive means small, poorly fitted or top-dose-only effect; inactive means no such curve, though single readings can be large or run the other way; tested in mouse RAW 264.7 cells; further: on the % scale 0 is the no-effect control and ±100 the full control effect; nearly all actives have a fitted effect of over 55% in size
ELG1 genotoxic – qHTS screen for small molecules that induce genotoxicity in human embryonic kidney (HEK293T) cells expressing luciferase-tagged ELG1; Potency, µM (doses to about 46 µM), without a hit: at the top dose activity change, positive = activation, most hits filed as activators; hit rate 1.3% among 330,000; AID 504466, 2011; HEK293T ELG1-luciferase reporter, luminescence, 16 h; further: % of control where 0% means no effect; nearly all actives have a fitted effect of over 60% in size
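Step 1: seed 2,000 HEK293T ELG1-luciferase cells per well. Step 2: add compound or DMSO, incubate 16 hr at 37 °C. Step 3: ONE-Glo, 30 min at room temperature, read luminescence.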
Rab9 prom act – qHTS Assay for Rab9 Promoter Activators | AID 485297, 2010 | Potency, µM (doses to about 9.22 µM), for the others: at the highest dose activation, negative = inhibition, most hits filed as activators | hit rate 2.8% among 320,000 | Huh7 Rab9 promoter-luciferase reporter, luminescence, 24 h; further: % of control where 0% means no effect; nearly all actives have a fitted effect of over 60% in size
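Measured in stably transfected Huh7 cells bearing a Rab9 promoter–luciferase construct: 24 h compound treatment at 37 °C, followed by luminescence detection.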
FLuc modulator – qHTS profiling assay for firefly luciferase inhibitor/activator using purifed enzyme and Km concentrations of substrates (counterscreen for miR-21 project); AID 588342, 2011; purified FLuc, Km substrates, luminescence inhibition; hit rate 6.9% among 360,000; Luciferin 4-monooxygenase (Photinus pyralis), P08659; Potency, µM (doses to about 57.5 µM), without a hit: at the top dose activity change, negative = inhibition, hits mostly inhibitors;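 further: plate controls were vehicle for no effect and reference inhibitor for full effect; nearly all actives have a fitted effect of over 55% in size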
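Purified P. pyralis luciferase, 10 nM final, with Km-level 10 uM D-luciferin and 10 uM ATP in 50 mM Tris acetate pH 7.5, 10 mM Mg acetate, 0.01% Tween-20, 0.05% BSA; 6-point qHTS titration about 60 µM downward; luminescence read.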
RORg inh – qHTS for inhibitors of ROR gamma transcriptional activity. Nuclear receptor ROR-gamma (Mus musculus), P51450. Potency, µM (titrated, usually from 53.6 µM), for inactives: at the top dose activity change, negative = inhibition, most hits filed as inhibitors. AID 2551, 2010. Drosophila S2 Gal4-RORgamma UAS-luciferase reporter, 20 h. hit rate 5.4% among 310,000; further: on the % scale 0 is the no-effect control and ±100 the full control effect; nearly all actives have a fitted effect of over 60% in size
Target sequence (P51450 whole entry, looked up, the tested form may be a part): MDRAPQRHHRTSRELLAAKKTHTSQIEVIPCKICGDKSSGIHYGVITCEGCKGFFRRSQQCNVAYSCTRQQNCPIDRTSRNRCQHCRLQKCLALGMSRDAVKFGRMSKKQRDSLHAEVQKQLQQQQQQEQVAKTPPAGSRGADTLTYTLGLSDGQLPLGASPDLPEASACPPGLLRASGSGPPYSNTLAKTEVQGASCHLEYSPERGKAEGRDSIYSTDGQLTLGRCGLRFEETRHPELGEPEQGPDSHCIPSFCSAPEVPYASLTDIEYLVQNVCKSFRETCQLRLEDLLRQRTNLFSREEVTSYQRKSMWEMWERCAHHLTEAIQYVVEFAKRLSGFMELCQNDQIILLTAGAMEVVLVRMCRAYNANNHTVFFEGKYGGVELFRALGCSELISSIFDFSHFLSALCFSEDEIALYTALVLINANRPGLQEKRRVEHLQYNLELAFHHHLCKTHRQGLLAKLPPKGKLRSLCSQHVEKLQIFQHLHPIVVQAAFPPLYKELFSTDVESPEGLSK
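Using a luciferase readout, inhibitors were identified by reduced reporter activity in Drosophila cells coexpressing a copper-inducible Gal4–ROR gamma fusion and UAS-driven Photinus luciferase, incubated 20 hr after 700 uM copper sulfate.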
NPC1 prom act – qHTS Assay for NPC1 Promoter Activators | Huh7 NPC1 promoter luciferase reporter, 24 h | Potency, µM (titrated, usually from 9.22 µM), for the others: at the top dose activation, usual class: activators | hit rate 2.4% among 320,000 | AID 485313, 2010;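 further: % of control where 0% means no effect; nearly all actives have a fitted effect of over 60% in size; reporter is driven by a mutant NPC1 promoter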
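NPC1 promoter–luciferase Huh7 cells; 24 h compound; luminescence.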
BRCA1 expr act – qHTS Assay to Identify Small Molecule Activators of BRCA1 Expression; Potency, µM (titrated, usually from 46.1 µM), for inactives: top-dose activation, actives largely listed as activators; hit rate 1.1% among 380,000; MCF7-BRCA1-FFLuc reporter, luminescence, 48 h; response scale: scaled: vehicle 0%, 10 µM genistein 100%; further: nearly all actives have a fitted effect of over 80% in size; some results filed as inactive show a strong effect at the top dose
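Luminescence from a BRCA1-driven firefly luciferase in MCF7 cells was read after 48 h compound exposure at 37 C. Data normalized against DMSO and a 10microM genistein activation control, then curve-fitted across the titration.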
Active calls of the source: *; ? = inconclusive; . = no result given; [ ] = another dose, or the depositor's remark. Unless noted, the call rests on the fitted dose curve; in most records, active means well fitted curve in the direction sought with a large enough effect; inconclusive means small, poorly fitted or top-dose-only effect, or another doubt; inactive means no such curve, though single readings can be large; an effect the other way counts as inactive or inconclusive. Potency means the concentration at half of the fitted maximal effect.

entry	SMILES	VP16 counter	p53 reactivation	MBNL1-CUG inh	uPA generation	ELG1 genotoxic	Rab9 prom act	FLuc modulator	RORg inh	NPC1 prom act	BRCA1 expr act
1	CCCNC(=O)c1ccc(Cn2c(=S)[nH]c3c([nH]c4ccc(OC)cc43)c2=O)cc1	-5%	4%	15%	-2%	-2%	15%	0%	-6%	-6%	10%
2	Cc1ccccc1-c1nc(S(=O)(=O)c2ccccc2)c(N2CCCC2)o1	.	-3%	.	-7%	3%	.	.	.	.	-1%
3	COCCn1c(=O)[nH]c2cc(C(=O)NCCc3ccc(OC)c(OC)c3)ccc2c1=O	-5%	13%	6%	3%	-1%	-7%	4%	-1%	-2%	0%
4	O=C(CC(NCc1ccccn1)C(=O)O)Nc1ccccc1Cl (stereo not given)	1%	1%	0%	4%	5%	-10%	-3%	-19%	-3%	11%
5	CC(=O)N/N=C/c1ccccc1OCCOc1cccc(C)c1	14%	-13%	2%	13µM*	?	20%	-8%	5%	24%	78%
6	O=C(NNC(=O)c1ccccc1[N+](=O)[O-])c1ccc(NC(=O)c2ccccc2)cc1	-3%	9%	1%	2%	?	6%	2%	10%	11%	11%
7	CC1CN(S(=O)(=O)c2cc(C(=O)N(C)Cc3cccs3)ccc2Cl)CC(C)O1 (stereo not given)	.	0%	.	-1%	-4%	.	.	.	.	-22%
8	O=C(N/N=C\c1ccc(F)cc1)c1csnn1	22%	15%	-14%	3%	?	22%	24µM*	15%	24%	41%
9	CC1=CC(C)(C)N2C(=O)C3(C(C#N)=C(N)Oc4cc(C)oc(=O)c43)c3cccc1c32 (stereo not given)	0%	-9%	-3%	-8%	10%	-1%	4%	5%	-3%	-23%
10	CCN(CC)CCn1c(SCC(=O)Nc2ccc(F)cc2)nc2c(sc3ccccc32)c1=O	-28%	1%	18%	.	3%	2%	5%	?	-3%	.
11	Cc1cc(C)c(C)c(S(=O)(=O)NC2CCCCC2)c1C	-22%	9%	-2%	1%	0%	0%	-3%	4%	-3%	-14%
12	Cc1ccc(CNC(=O)C2CCCN2C(=O)Nc2ccccc2)cc1 (stereo not given)	2%	.	-1%	26%	-3%	-3%	1%	-10%	-40%[inhibitor]	-18%
13	COC(=O)c1sccc1NC(=S)N1CCN(c2ccccc2)CC1	4%	4%	.	-2%	1%	2%	4%	-8%	0%	-5%
14	O=[N+]([O-])c1cc(C(F)(F)F)ccc1-n1nnc2ccccc21	6%	9%	?	?	2%	2%	0%	-66%	1%	1%
15	Cc1ccc(CNC(=O)COC(=O)c2ccc(S(=O)(=O)N3CCOCC3)cc2)cc1	.	-7%	.	-3%	4%	.	.	.	.	10%
16	COc1ccc(C2(C)NC(=O)N(CC(=O)Nc3ccc(S(=O)(=O)N4CCCC4)cc3)C2=O)cc1 (stereo not given)	-2%	-1%	-4%	3%	-3%	1%	1%	15%	-10%	-26%
17	CCOC(=O)C1C(c2ccc(Cl)cc2)NC(=S)NC1(O)C(F)(F)F (stereo not given)	12%	5%	8%	-2%	-10%	1%	-12%	1%	-7%	0%
18	CCOc1cc(S(=O)(=O)NCc2ccncc2)ccc1Cl	1.1µM*	-4%	-3%	-7%	3%	-33%[inhibitor]	0%	2µM*	-33%[inhibitor]	-29%
19	Cc1n[nH]c(=S)c2nn(-c3cccc(Cl)c3)c(C)c12	-7%	2%	27%	.	4%	-2%	6%	30%	-4%	.
20	COCCCN(Cc1cccs1)S(=O)(=O)c1csc(C(N)=O)c1	2%	-1%	-1%	10%	1%	-3%	4%	4%	-2%	6%
21	CCOc1ccccc1NC(=O)Cn1nnc(C(=O)NCc2ccc3c(c2)OCO3)c1N	3%	9%	-11%	?	4%	-25%	8%	-1%	-30%[inhibitor]	-35%
22	O=C(NC1CCCN(CCc2ccccc2)C1)c1c[nH]c2ccccc12 (stereo not given)	0%	-1%	-1%	13%	-1%	-3%	-4%	2%	0%	-20%
23	Cc1ccccc1N1CCN(C2CCCN(C(=O)c3cn4cccc(C)c4n3)C2)CC1 (stereo not given)	-1%	.	1%	-11%	-17%	-14%	5%	10%	-6%	-27%
24	COc1ccc(C(C(=O)NC2CCCC2)N(C(=O)c2snc(-c3ccc(F)cc3)c2N)c2ccc(F)cc2)cc1 (stereo not given)	-9%	9%	-2%	.	-1%	-4%	1%	-1%	0%	6%
25	FC(F)(F)c1cccc(Oc2cc(C(F)(F)F)nc(-c3ccccn3)n2)c1	6%	5%	4%	.	0%	-1%	13%	-9%	2%	-1%
26	CCOC(=O)C1(CC/C(C)=N\NC(N)=O)CC(C)(C)OC1=O (stereo not given)	?	5%	-2%	0%	-1%	-15%	4%	-2%	0%	-12%
27	CCOc1ccccc1NC(=S)NCCc1ccccc1	5µM*	-4%	-6%	?	-14%	2%	5%	1.3µM*	-4%	-4%
28	COC(=O)Nc1cc([N+](=O)[O-])ccc1OC	-14%	5%	?	3%	6%	-3%	-5%	14%	-3%	33%
29	COC(=O)CC1=Nc2ccccc2NC(=O)C1	1%	-4%	1%	1%	7%	-12%	1%	0%	-4%	0%
30	Cc1ccc(-n2ncc3c2ncn2c(-c4ccncc4)nnc32)cc1	2%	-2%	27%	.	4%	5%	0%	3%	-1%	.

The list goes on; it opens with the three that closed the last part.
entry	SMILES	VP16 counter	p53 reactivation	MBNL1-CUG inh	uPA generation	ELG1 genotoxic	Rab9 prom act	FLuc modulator	RORg inh	NPC1 prom act	BRCA1 expr act
28	COC(=O)Nc1cc([N+](=O)[O-])ccc1OC	-14%	5%	?	3%	6%	-3%	-5%	14%	-3%	33%
29	COC(=O)CC1=Nc2ccccc2NC(=O)C1	1%	-4%	1%	1%	7%	-12%	1%	0%	-4%	0%
30	Cc1ccc(-n2ncc3c2ncn2c(-c4ccncc4)nnc32)cc1	2%	-2%	27%	.	4%	5%	0%	3%	-1%	.
31	COc1ccc(NC(=O)c2cccc(S(=O)(=O)N3CCN(c4ccccc4)CC3)c2)c(OC)c1	.	8%	.	5%	-1%	-11%	1%	.	-4%	-10%
32	Cc1cc2nc(CCN(C(=S)NCC3CCCO3)C3CCCC3)[nH]c2cc1C (stereo not given)	?	-3%	-9%	?	-10%	-5%	7%	13µM*	-2%	-17%
33	Cc1ccc(-n2nc(C)cc2Nc2ncc(Cl)cc2Cl)cc1	?	1%	-7%	1%	-2%	-4%	3%	-35%	1%	-13%
34	Cn1cc(C(=O)Nc2cccc(F)c2)cn1	9%	4%	-7%	9%	5%	12%	0%	15%	10%	12%
35	O=c1[nH]c(CSc2nnc(Nc3ccccc3)s2)nc2ccccc12	-9%	-1%	-4%	0%	7%	1%	1%	21%	-1%	-21%
36	CCc1ccccc1NC(=O)CC1CS(=O)(=O)CC1CC(=O)Nc1ccccc1CC (stereo not given)	0%	-5%	-6%	-6%	6%	2%	-1%	16%	-4%	0%
37	COc1cc2c(cc1NC(=O)/C=C/c1ccccc1)oc1ccccc12	-5%	-5%	-2%	-5%	-6%	13%	5%	20%	-4%	-30%
38	Cc1ccc(C(=O)NCC(=O)OCCOc2cccc(Cl)c2)cc1	.	-4%	.	11%	1%	-7%	-12%	.	2%	2%
39	Cc1ccc(C2(C)NC(=O)N(CC(=O)NC3CCCCC3)C2=O)cc1 (stereo not given)	.	5%	.	1%	-1%	0%	1%	.	-10%	13%
40	O=C1CC(c2c(F)cccc2Cl)C2=C(COC2=O)N1 (stereo not given)	19%	-1%	?	3%	0%	0%	3%	?	-2%	-8%
41	COc1ccc(C(=O)Nc2nccs2)cc1[N+](=O)[O-]	31%	14%	.	-2%	10%	1%	-11%	6%[10 µM]	11%	65%
42	O=C(CSc1nnc(COc2ccccc2Cl)o1)NC(=O)NCc1ccco1	-11%	3%	-1%	1%	-4%	-1%	?	0%	-2%	0%

Given screen by screen: part of the list above
37. COc1cc2c(cc1NC(=O)/C=C/c1ccccc1)oc1ccccc12
38. Cc1ccc(C(=O)NCC(=O)OCCOc2cccc(Cl)c2)cc1

| assay / compound | 37 | 38 |
| --- | --- | --- |
| VP16 counter | -5% | . |
| p53 reactivation | -5% | -4% |
| MBNL1-CUG inh | -2% | . |
| uPA generation | -5% | 11% |
| ELG1 genotoxic | -6% | 1% |
| Rab9 prom act | 13% | -7% |
| FLuc modulator | 5% | -12% |
| RORg inh | 20% | . |
| NPC1 prom act | -4% | 2% |
| BRCA1 expr act | -30% | 2% |

Assay outcomes as filed in PubChem BioAssay.
